High-throughput results as filed in PubChem BioAssay.
PTAP TSG101 blk: blocks PTAP/TSG101 interaction to inhibit HIV-1 budding; Potency, µM (top dose mostly 115 µM), without a hit: top-dose activity change, negative = inhibition, hits mostly inhibitors; Fluorescence polarization, FITC-PTAP peptide / Tsg101 binding; Q99816; 340,000 tested, under 10 active; active = well fitted inhibition curve with a large enough effect in the main read-out, with a control signal flat, not every such curve was filed as active; inconclusive = small, poorly fitted or top-dose-only effect, or effect the other way, or a change in a side signal; inactive = no such curve, though single readings can be large or run the other way; note: potency is the fitted concentration of half-maximal effect; % of control where 0% means no effect
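Tsg101 binding domain (10 uM final) was mixed with compound and a FITC-labeled PTAP peptide (50 nM final) in HEPES pH 7.5 buffer with NaCl, Tween 20, EDTA and TCEP; fluorescence polarization was read after 20 min at r.t.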
Mito fusion act: blocks mitochondrial division or promotes mitochondrial fusion; S. cerevisiae fusion-defective mutant growth rescue, CellTiterGlo 48 h; Potency, µM (top dose mostly 46.1 µM), for the others: top-dose growth rescue (activation), actives largely listed as activators; actives 0.23% (n = 320,000); AID 485298;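 note: potency is the fitted concentration of half-maximal effect; % of control where 0% means no effect; nearly all actives have a fitted effect of over 45% in size; temperature-sensitive fusion mutants such as fzo1-1 at 37 °C on non-fermentable ethanol glycerol medium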
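S. cerevisiae fusion-defective temperature-sensitive mutants (e.g. fzo1-1, mgm1-5) grown 48 h at 37C in YPEG (ethanol/glycerol non-fermentable) medium with 23 nl compound per well; growth rescue read as CellTiterGlo luminescence.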
Chronic BCR inh: blocks chronic active B-cell receptor signaling. ABC-DLBCL IkBa-CBG/CBR reporter, luminescence ratio, 4 h. actives 0.05% (n = 340,000). Potency, µM (top dose mostly 46.1 µM), inactives show top-dose ratio change, negative = lower green/red ratio, most hits filed as inhibitors; active = well fitted inhibition curve with a large enough effect in the signal ratio, with a control signal flat, not every such curve was filed as active; inconclusive = small, poorly fitted or top-dose-only effect, or effect the other way, or a change in a side signal; the % refers to the signal ratio;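 note: potency is the fitted concentration of half-maximal effect; plate controls were basal doxycycline-induced cells for no effect and cells given 10 µM MG132 for full effect; MG132 reads +100%, hits lower the ratio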
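TMD8 human ABC-DLBCL cells with doxycycline-inducible IκBα–green luciferase fusion and unfused red luciferase, in 0.5% FBS medium; compounds up to 46 uM, 4 h at 37C. Green/red luminescence ratio, filter-overlap corrected, fitted to concentration-response curves.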
Tb PFK inh: T. brucei PFK enzyme inhibition; Potency, µM (doses to about 57.5 µM), for inactives: at the top dose activity, negative = inhibition, usual class: inhibitors; T. brucei PFK, ADP-Glo luminescence; actives 0.17% (n = 330,000); O15648;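 note: potency is the fitted concentration of half-maximal effect; 0% = uninhibited 1x PFK enzyme wells and -100% = no-enzyme wells; nearly all actives have a fitted effect of over 60% in size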
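Luminescent ADP detection (ADP-Glo, two-step: ATP depletion then ADP-to-ATP conversion for luciferase) reported PFK activity after 45 min room-temperature reaction of 1.25 nM enzyme with 0.5 mM F6P and 0.1 mM ATP at pH 8.0.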
USP2a block: USP2a (human) protease inhibition | actives 0.01% (n = 330,000) | O75604 | Potency, µM (series often up to 38.3 µM), without a hit: top-dose activity change, negative = inhibition, most hits filed as inhibitors | USP2 core, Ub-CHOP2 coupled fluorogenic reporter, 485/531;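 note: potency is the fitted concentration of half-maximal effect; plate controls were DMSO wells for no effect and full inhibition by NEM control for full effect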
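USP2 core (10nM final) preincubated 30min RT with compound in 20mM Tris-HCl pH 8.0, 2mM CaCl2, 2mM beta-mercaptoethanol, 0.05% CHAPS; 25nM Ub-CHOP2 plus 25nM reporter substrate added, fluorescence (Ex485/Em531) read after 60min.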
ELG1 DNA repair: ELG1-dependent DNA repair inhibition; AID 504467; actives 2.3% (n = 330,000); HEK293T ELG1-luciferase reporter, luminescence, 16 h; DNA damage induced by 5-fluorouridine; Potency, µM (highest dose often 46.1 µM), for inactives: top-dose activity change, negative = inhibition, most hits filed as inhibitors; note: potency is the fitted concentration of half-maximal effect; % is set by controls: 0 for no effect and ±100 for the full control effect; nearly all actives have a fitted effect of over 55% in size
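Reporter activity after DNA damage by 5-fluorouridine is monitored. Compound-treated cells incubate 16 hr at 37 °C, then ONE-Glo is added for 30 min before luminescence reading.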
B2AR arrestin: agonists driving beta-arrestin recruitment to human beta2-adrenergic receptor. AID 492947. Potency, µM (series often up to 46.1 µM), for inactives: top-dose activation, hits mostly activators. beta-arrestin recruitment to beta2AR, cell-based reporter. actives 0.02% (n = 330,000). P07550;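 note: potency is the fitted concentration of half-maximal effect; 0% = DMSO controls and full agonism = EC100 isoproterenol or metaproterenol; nearly all actives have a fitted effect of over 65% in size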
TCR activator: T cell receptor activation. Potency, µM (series often up to 9.22 µM), for inactives: at the top dose activation of IL-2 secretion, usual class: activators. 330,000 tested, under 10 active. primary human leukocytes, anti-CD3, IL-2 HTRF, 48 h; note: % of control where 0% means no effect
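HTRF read-out of IL-2 secretion: europium cryptate donor excited at 320nm, d2 acceptor emission at 665nm. Cells were primary human leukocytes incubated 48 hr with compounds and a-CD3 beads, supplying TCR signal only.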
Eya2 inh: inhibitors of human Eya2 phosphatase activity; Potency, µM (top dose mostly 76.9 µM), inactives show top-dose activity, negative = inhibition, most hits filed as inhibitors; AID 488837; O00167; actives 0.006% (n = 330,000); recombinant Eya2, OMFP fluorescence dephosphorylation (OMFP is methylfluorescein phosphate); note: potency is the fitted concentration of half-maximal effect; % is set by controls: 0 for no effect and ±100 for the full control effect
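Eya2 (0.2 uM) preincubated 10 min at ambient with compound, then OMFP substrate added at 50 uM; 10 min reaction in 50 mM HEPES pH 7.5, 50 mM NaCl, 5 uM MgCl2, 0.05% BSA, 1 mM DTT. Fluorescence read at Ex 485/Em 525 nm.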
TSHR antag: human thyrotropin receptor antagonism; activity change, negative = inhibition, % at 11.5 µM; P16473; actives 0.2% (n = 330,000); TSHR-expressing cells, TSH-stimulated cAMP HTRF, 2 h; active compounds read low;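 active = activity change below a set negative limit, meaning inhibition stronger than a set level, cut at about -70% in these data; inconclusive = activity change between two set negative limits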; note: % is set by controls: 0 for no effect and ±100 for the full control effect
Target sequence (P16473 whole entry, looked up): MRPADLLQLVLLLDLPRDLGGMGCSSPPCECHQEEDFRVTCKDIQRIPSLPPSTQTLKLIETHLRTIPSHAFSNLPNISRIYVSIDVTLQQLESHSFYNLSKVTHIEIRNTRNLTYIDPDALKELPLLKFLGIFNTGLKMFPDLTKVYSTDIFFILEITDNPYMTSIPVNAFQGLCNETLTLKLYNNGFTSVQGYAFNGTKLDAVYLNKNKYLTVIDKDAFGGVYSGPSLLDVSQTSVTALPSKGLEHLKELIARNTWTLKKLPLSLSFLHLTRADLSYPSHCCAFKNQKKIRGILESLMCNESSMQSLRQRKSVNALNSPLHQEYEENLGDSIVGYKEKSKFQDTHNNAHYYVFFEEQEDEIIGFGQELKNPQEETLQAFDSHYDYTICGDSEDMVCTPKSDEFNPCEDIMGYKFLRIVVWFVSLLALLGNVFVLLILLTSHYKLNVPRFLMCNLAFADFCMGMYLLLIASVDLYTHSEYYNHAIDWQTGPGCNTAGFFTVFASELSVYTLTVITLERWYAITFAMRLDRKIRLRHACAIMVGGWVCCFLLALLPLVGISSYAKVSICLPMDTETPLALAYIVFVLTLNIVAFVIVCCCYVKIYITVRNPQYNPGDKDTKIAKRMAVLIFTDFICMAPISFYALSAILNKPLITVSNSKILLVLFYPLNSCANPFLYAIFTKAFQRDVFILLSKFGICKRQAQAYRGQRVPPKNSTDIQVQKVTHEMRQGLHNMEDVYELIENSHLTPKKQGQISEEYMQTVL
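Antagonism was scored as loss of TSH-driven cAMP in TSHR cells, stimulated with 4nM TSH (EC80) for 2 hours at 37 deg C and detected by homogeneous HTRF competition immunoassay.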
uPA generation: cell surface uPA generation inhibition | Potency, µM (titrated, usually from 38.3 µM), without a hit: at the highest dose activity change, negative = inhibition, usual class: inhibitors | actives 0.31% (n = 330,000) | cell surface uPA generation assay, qHTS; active = well fitted inhibition curve with a large enough effect; inconclusive = small, poorly fitted or top-dose-only effect; inactive = no such curve, though single readings can be large or run the other way; tested in mouse RAW 264.7 cells; note: potency is the fitted concentration of half-maximal effect; % is set by controls: 0 for no effect and ±100 for the full control effect; nearly all actives have a fitted effect of over 55% in size
* marks the source's active call; other numbers are inactive results; ? = inconclusive; / = no result given; [ ] = dose if it differs, or a comment. Unless noted, calls come from the whole dose curve; as a rule, active = well fitted curve in the direction sought with a large enough effect; inconclusive = small, poorly fitted or top-dose-only effect, or another doubt; inactive = no such curve, though single readings can be large; an effect the other way counts as inactive or inconclusive.

SMILES	PTAP TSG101 blk	Mito fusion act	Chronic BCR inh	Tb PFK inh	USP2a block	ELG1 DNA repair	B2AR arrestin	TCR activator	Eya2 inh	TSHR antag	uPA generation
O=C(NOCc1ccccc1)c1cccc([N+](=O)[O-])c1	-1.1%	/	6.4%	-0.7%	-0.8%	?	-0.5%	-0.6%[46.1 µM]	7.1%	6.5	-15.4%
Cc1cc(CN2CCC(n3nccc3NC(=O)c3ccccc3Cl)CC2)cc(C)c1O	2.6%	-1.5%	2.4%	1.6%	1.9%	11.6%	-0.3%	-0.5%	14.1%	3.5	-15.0%
NC(=O)c1c(Nc2nc3c(F)cccc3s2)sc2c1CCCC2	?	3.0%	?	-6.1%	8.1%	19.2%	4.4%	-1.6%[46.1 µM]	4.9%	-12.5	6.1%
Cc1ccc(NC2=C([N+](=O)[O-])CS(=O)(=O)C2)cc1	-10.7%	1.7%	?	0.5%	0.0%	?	-0.1%	-1.5%	-27.8%	-0.2	/
COCCCNC(=O)C1C2C=CC3(CN(Cc4ccc(C)cc4)C(=O)C13)O2 (configuration not stated)	/	0.7%	-2.2%	0.7%	1.9%	-0.8%	-0.4%	/	-13.2%	2.0	8.0%
COc1ccc(N2C(=O)CC(NC3CC3)C2=O)cc1 (configuration not stated)	-4.4%	-8.6%	?	-0.1%	0.1%	-3.9%	-0.3%	-2.2%	-1.6%	7.2	7.2%
COc1cc(OC)cc(C(=O)N[C@H](C(=O)Nc2ccc(NC(C)=O)cc2)C(C)C)c1	2.1%	2.4%	-2.2%	4.2%	-0.6%	-3.1%	0.3%	16.0%	15.9%	-6.7	4.7%
O=C(COc1cc2oc(=O)c3c(c2cc1Cl)CCC3)NCCN1CCOCC1	-4.1%	2.8%	-1.9%	-5.3%	1.1%	?	0.0%	-2.7%	-5.3%	25.7	-1.9%
Cc1noc(C)c1NC(=O)N(C)C[C@H]1Oc2ccc(NS(=O)(=O)c3ccccc3)cc2C(=O)N([C@H](C)CO)C[C@@H]1C	-2.1%	/	-1.7%	0.2%	2.0%	?	3.4%	-3.1%	15.7%	13.1	10.0%
COc1ccc(NC(=S)Nc2cccc([N+](=O)[O-])c2)cc1	2.4%	-6.0%	15.8%	-18.4%	-7.7%	-3.2%	0.2%	-2.2%	-6.7%	6.8	2.3%
Cc1cnc(-c2nnc(N(C)C(=O)C3CCOC3)s2)cn1 (configuration not stated)	-3.1%	-2.9%	-5.9%	-0.2%	1.1%	?	-0.7%	0.0%	12.5%	-8.5	1.7%
COc1cc(C(=O)OCC(=O)N2CCOCC2)c([N+](=O)[O-])cc1OC	-4.4%	-0.9%	-7.8%	1.1%	0.8%	1.7%	-0.3%	-1.8%	6.5%	7.7	-0.6%
CCOn1c(=O)c(-c2ccc(Br)cc2)[n+]([O-])c2ccccc21	0.7%	-0.6%	3.2%	-12.8%	-0.5%	1.7%	0.5%	3.1%	3.5%	-1.2	14.7%
CS(=O)(=O)N(CCc1ccccc1)CC(=O)N1CCN(c2ccccc2)CC1	-3.1%	0.7%	-2.0%	2.6%	2.8%	?	0.0%	-2.1%	5.5%	-9.8	-1.8%
COc1ccc(CC(=O)NC(C)CCc2ccccc2)cc1 (configuration not stated)	-4.4%	-1.2%	-0.8%	-3.0%	2.0%	12.1%	-1.1%	7.8%	9.4%	1.0	-1.3%

A portion from the list above, for reference:
SMILES	PTAP TSG101 blk	Mito fusion act	Chronic BCR inh	Tb PFK inh	USP2a block	ELG1 DNA repair	B2AR arrestin	TCR activator	Eya2 inh	TSHR antag	uPA generation
O=C(NOCc1ccccc1)c1cccc([N+](=O)[O-])c1	-1.1%	/	6.4%	-0.7%	-0.8%	?	-0.5%	-0.6%[46.1 µM]	7.1%	6.5	-15.4%
Cc1cc(CN2CCC(n3nccc3NC(=O)c3ccccc3Cl)CC2)cc(C)c1O	2.6%	-1.5%	2.4%	1.6%	1.9%	11.6%	-0.3%	-0.5%	14.1%	3.5	-15.0%
NC(=O)c1c(Nc2nc3c(F)cccc3s2)sc2c1CCCC2	?	3.0%	?	-6.1%	8.1%	19.2%	4.4%	-1.6%[46.1 µM]	4.9%	-12.5	6.1%
Cc1ccc(NC2=C([N+](=O)[O-])CS(=O)(=O)C2)cc1	-10.7%	1.7%	?	0.5%	0.0%	?	-0.1%	-1.5%	-27.8%	-0.2	/

(further entries)
SMILES	PTAP TSG101 blk	Mito fusion act	Chronic BCR inh	Tb PFK inh	USP2a block	ELG1 DNA repair	B2AR arrestin	TCR activator	Eya2 inh	TSHR antag	uPA generation
Cc1cc(C(=O)NN=C2C3CC4CC(C3)CC2C4)c2ccccc2n1	-9.0%	2.0%	?	-10.5%	5.2%	-14.0%	-0.8%	-2.3%	20.8%	-7.6	/
Cc1ccc(Cl)cc1N1CCN(C(=S)NCc2ccco2)CC1	1.0%	-0.5%	?	-18.0%	-7.0%	?	-0.2%	0.9%	-9.0%	-5.3	1.2%
COc1ccccc1OCC(=O)Nc1ccc(O)cc1C(=O)O	-4.4%	-0.8%	?	-1.6%	0.0%	9.6%	0.1%	-18.8%	4.3%	5.1	9.1%
CC12C(=O)N(c3ccc(C(=O)N4CCOCC4)cc3)C(=O)C1C1c3ccccc3C2c2ccccc21 (configuration not stated)	/	-5.7%	-7.1%	-0.5%	-1.2%	?	-0.1%	6.2%[46.1 µM]	3.7%	3.2	/
Cc1ccccc1Nc1nnc(SCC(=O)c2c(N)n(C3CC3)c(=O)[nH]c2=O)s1	-2.6%	-5.7%	?	-8.8%	0.2%	?	0.5%	3.5%	21.1%	-1.8	-0.1%
CCCCNC(=O)c1[nH]c(C)c(C(C)=O)c1C	-2.4%	3.0%	13.3%	2.5%	-0.3%	?	0.4%	1.3%	-11.0%	-1.9	-0.9%
O=C(OCc1cc2ccccc2[nH]c1=O)c1ccccc1	-0.5%	17.1%	4.5%	3.7%	-1.1%	0.0%	-0.5%	-3.8%	9.6%	-16.2	6.5%
COc1ccc(S(=O)(=O)N2CCCC2CNC(=O)C(=O)Nc2ccc(F)cc2)cc1 (configuration not stated)	-3.3%	10.5%	?	0.2%	3.6%	-4.7%	-0.8%	3.6%	-6.6%	-10.4	-4.6%
COc1ccc(CCC(=O)Nc2cc3c4c(c2)CCC(=O)N4CCC3)cc1	-3.7%	-2.4%	?	-0.7%	-0.3%	14.8%	0.3%	-3.2%	3.9%	-2.2	-1.8%
S=C(NCc1ccccc1)NCC1COc2ccccc2O1 (configuration not stated)	-5.9%	3.6%	12.7%	2.0%	-9.7%	-1.0%	0.4%	2.6%	-29.5%	4.7	/
CCC1Nc2ccccc2-c2nnc(SC)nc2O1 (configuration not stated)	-3.1%	1.9%	17.4%	-3.1%	0.9%	?	0.3%	6.4%	4.6%	-2.1	5.6%
Cc1cc(O)ccc1-c1cnc2ccccc2n1	-2.1%	6.9%	-29.0%	3.0%	-0.7%	?	-0.9%	/	-6.9%	2.2	/
Cc1oc2ccc(NS(=O)(=O)c3cccc4cccnc34)cc2c1C(=O)OC(C)C	-6.8%	24.8%	-3.6%	2.1%	3.0%	?	-1.3%	-7.1%[46.1 µM]	1.9%	8.0	1.2%
CC1=C(C#N)C(c2cccnc2)C2=C(CC(C)(C)CC2=O)N1 (configuration not stated)	0.4%	0.8%	-1.6%	2.4%	-0.4%	-0.9%	0.3%	-2.7%	1.0%	-18.5	-1.4%
O=C(Nc1nnc(S(=O)(=O)N2CCCCC2)s1)c1ccc(Cl)cc1	-1.9%	-2.0%	21.7%	-3.1%	-0.7%	9.1%	0.3%	3.5%	-5.0%	-10.7	9.1%
Cc1nc2c(ccc3nc(NC(=O)C(c4ccccc4)c4ccccc4)sc32)s1	0.7%	7.08µM*	-2.9%	-0.7%	-1.8%	?	0.1%	-3.5%	1.5%	-36.6	3.8%
CCc1nn(CC(=O)NCCCN2CCOCC2)c(=O)c2cc3sccc3n12	-5.1%	-2.4%	?	-1.8%	4.3%	0.0%	0.2%	-6.9%	-2.0%	14.1	7.7%

Not a hit list. About 3% of those tested had a hit in this group.
